PME-1 inh = PME-1 (human) inhibition | Q9Y570 | recombinant PME-1, FP-Rh probe fluorescence polarization | inhibition, % at 5.9 µM | 320,000 compounds, 0.53% hits;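 active = inhibition above the campaign mean of all compounds plus 3 SD, cut at about 26% in these data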;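 also: competitive labeling of PME-1 active site by serine hydrolase directed probe; 0% = PME-1 with DMSO and 100% = wells lacking PME-1 enzyme; inhibitors block probe labeling so polarization falls and inhibition rises; many of its hits are not listed in these tables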
Target sequence (Q9Y570 whole entry, looked up): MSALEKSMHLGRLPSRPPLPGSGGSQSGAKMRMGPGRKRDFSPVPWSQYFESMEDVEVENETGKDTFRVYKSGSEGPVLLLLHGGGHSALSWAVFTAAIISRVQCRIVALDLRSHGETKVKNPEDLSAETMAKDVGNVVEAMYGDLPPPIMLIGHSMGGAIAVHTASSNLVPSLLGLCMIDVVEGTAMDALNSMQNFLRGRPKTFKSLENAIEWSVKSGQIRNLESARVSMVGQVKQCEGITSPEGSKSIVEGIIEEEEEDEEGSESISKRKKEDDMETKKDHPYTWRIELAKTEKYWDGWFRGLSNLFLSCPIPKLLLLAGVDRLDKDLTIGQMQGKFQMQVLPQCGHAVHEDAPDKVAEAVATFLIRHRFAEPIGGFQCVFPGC
PAD4 inh = blocks human protein arginine deiminase 4 | Q9UM07 | recombinant PAD4, RCA probe fluorescence polarization | inhibition, % at 6.36 µM | 330,000 compounds, 0.41% hits;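 active = percent inhibition above a cutoff equal to the mean of all tested compounds plus 3 SD, cut at about 15% in these data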;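 also: 0% = PAD4 with RCA probe and DMSO and 100% = probe without PAD4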
GSTO1 inh = counter-screen for RBBP9 inhibitors: inhibitors of human GSTO1 | P78417 | recombinant GSTO1, activity-based probe fluorescence polarization | inhibition, % at 5.96 µM | 300,000 compounds, 1.1% hits;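 active = inhibition above the campaign mean inhibition plus 3 SD, cut at about 35% in these data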;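 also: 0% = GSTO1-1 with DMSO and 100% = wells lacking GSTO1-1 enzyme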
LYPLA2 counter = counter-screen for PME1 inhibitors: inhibitors of human LYPLA2; O95372; recombinant LYPLA2, FP-Rh probe fluorescence polarization; inhibition, % at 5.9 µM; 320,000 compounds, 0.38% hits; AID 2177;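 active = inhibition above the screen-wide mean plus 3 SD, limit set per campaign, cut at about 26% in these data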;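 also: 0% = LYPLA2 with DMSO and 100% = wells lacking LYPLA2 enzyme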
pPAFAH FP inh = inhibitors of human plasma PAF acetylhydrolase (pPAFAH); recombinant pPAFAH, FP-rhodamine probe fluorescence polarization; inhibition, % at 3.39 µM; 330,000 compounds, 1.5% hits; AID 463082;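 active = inhibition above the mean inhibition across the screen plus 3 SD, cut at about 25% in these data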;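 also: inhibitors block binding of the rhodamine activity-based probe so polarization drops; 0% = enzyme with DMSO and 100% = wells lacking pPAFAH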
PAFAH1B2 inh = PAFAH1B2 (human) inhibition. recombinant PAFAH1B2, FP-rhodamine activity probe, fluorescence polarization. inhibition, % at 3.39 µM. 340,000 compounds, 1.2% hits. AID 492953;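 active = inhibition above the mean of all tested compounds plus 3 SD, cut at about 24% in these data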;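 also: 0% = enzyme with DMSO and 100% = wells lacking PAFAH1B2; many of its hits are not listed in these tables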
PAFAH2 FP inh = PAFAH2 (human) inhibition | recombinant PAFAH2, FP-rhodamine activity probe, fluorescence polarization | 340,000 compounds, 0.99% hits | inhibition, % at 3.39 µM;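 active = inhibition above the mean over all tested compounds plus 3 SD, cut at about 30% in these data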;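 also: inhibitors block probe labeling of enzyme so polarization drops; 0% = enzyme with DMSO and 100% = wells lacking PAFAH2 protein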
PAFAH1B3 FP inh = blocks human PAF acetylhydrolase 1B catalytic subunit 3; Q15102; recombinant PAFAH1B3, FP-rhodamine probe, fluorescence polarization; inhibition, % at 3.39 µM; 340,000 compounds, 0.28% hits; AID 492972;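 active = inhibition above the screen-wide average of all tested compounds plus 3 SD, cut at about 25% in these data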;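 also: 0% = enzyme with DMSO only and 100% = wells lacking PAFAH1B3 protein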
Target sequence (Q15102 whole entry, looked up): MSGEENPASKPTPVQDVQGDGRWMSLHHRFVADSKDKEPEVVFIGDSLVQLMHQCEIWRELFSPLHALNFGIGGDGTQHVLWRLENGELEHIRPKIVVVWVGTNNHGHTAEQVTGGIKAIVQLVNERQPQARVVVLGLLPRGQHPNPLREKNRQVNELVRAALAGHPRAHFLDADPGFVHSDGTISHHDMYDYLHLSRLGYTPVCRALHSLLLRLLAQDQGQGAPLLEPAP
LYPLA1 inh = blocks human lysophospholipase 1, a PME1 counter-screen | O75608 | recombinant LYPLA1, FP-Rh probe fluorescence polarization | inhibition, % at 5.9 µM | 320,000 compounds, 0.16% hits;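 active = inhibition above the mean of all tested compounds plus 3 SD, set per campaign, cut at about 14% in these data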;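 also: inhibitors block serine hydrolase probe labeling of LYPLA1 so polarization falls; 0% = enzyme with DMSO and 100% = wells lacking LYPLA1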
Target sequence (O75608 whole entry, looked up): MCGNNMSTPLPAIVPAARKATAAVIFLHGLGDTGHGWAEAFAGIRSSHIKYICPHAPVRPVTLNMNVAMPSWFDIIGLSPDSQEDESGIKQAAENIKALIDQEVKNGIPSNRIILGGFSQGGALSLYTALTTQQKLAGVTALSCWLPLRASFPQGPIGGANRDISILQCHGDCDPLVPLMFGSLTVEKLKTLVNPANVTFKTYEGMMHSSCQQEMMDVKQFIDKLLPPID
* hit, by the source's call; / = no result given.

SMILES	PME-1 inh	PAD4 inh	GSTO1 inh	LYPLA2 counter	pPAFAH FP inh	PAFAH1B2 inh	PAFAH2 FP inh	PAFAH1B3 FP inh	LYPLA1 inh
Cc1ccsc1C(=O)NCCc1ccc(S(N)(=O)=O)cc1	-3	-1	4	-5	-3	3	-6	-5	-3
COc1cccc(CNC(=O)CCC2CCCN(Cc3ccc4c(c3)CCO4)C2)c1 (configuration not stated)	6	0	2	-3	1	2	-8	0	-2
O=C(CNC(=O)c1ccc(Cl)cc1Cl)OCCCn1c(=O)[nH]c2ccccc21	-4	-1	-3	1	5	-4	2	0	0
O=C(Nc1cccc(O)c1)c1ccccc1[N+](=O)[O-]	-1	1	5	7	3	9	2	4	0
COc1ccc(-c2c(=O)n(OCc3nc4ccccc4[nH]3)c3ccccc3[n+]2[O-])cc1	-3	2	-3	7	-2	4	-1	-2	2
Brc1c(-c2ccc3c(c2)OCO3)nc2ncccn12	2	3	1	0	2	2	7	3	-3
CCCCn1c(=N)n(CC(O)c2ccccc2)c2ccccc21 (configuration not stated)	5	-1	-3	2	0	9	-4	7	3
Cc1oc2ccc(O)c(CN3CCOCC3)c2c1C(C)O (configuration not stated)	2	1	7	-1	4	-1	5	4	2
CC1=C(C(=O)Nc2ccc(C)cc2C)C(c2ccc([N+](=O)[O-])cc2)n2ncnc2N1 (configuration not stated)	-9	3	5	1	0	6	6	-1	0
Cc1c(C(=O)Nc2ccccn2)oc2ccc(Br)cc12	-8	4	1	-4	20	2	10	-3	1
O=C1CCc2cc(NS(=O)(=O)c3ccc(Br)cc3)cc3c2N1CC3	-2	0	-7	7	2	19	5	14	-1
CN1CCN(C(CC(=O)Nc2cccc(O)c2)C(=O)O)CC1 (configuration not stated)	-1	-3	0	-3	-1	/	/	/	0
Cc1cc(NC(=O)CC2Oc3ccccc3NC2=O)ccc1Br (configuration not stated)	-7	-3	-1	5	0	3	-5	12	3
CC1=C(C(=O)Nc2ccccc2)C(c2ccco2)C(C#N)=C(SCc2ccccc2)N1 (configuration not stated)	-26	-22	-23	-25	3	/	/	/	-15
COc1ccc(C(=O)O/N=C(\N)c2ccccn2)cc1	3	0	10	11	7	4	23	0	-1
CN1CCN(C2CC(=O)N(CCc3ccccc3)C2=O)CC1 (configuration not stated)	1	4	4	-2	4	3	1	0	-2
O=C(CSc1nc2ccccc2s1)NC1CCCC1	1	9	14	4	-1	5	2	3	0
Cc1ccc2c(O)c(C)c(=O)[nH]c2n1	4	-10	0	-3	3	8	1	3	1
CC(=O)Nc1ccc(S(=O)(=O)NNC(=O)c2cccc3ccccc23)cc1	-1	-8	10	-3	-5	0	2	5	-4
Cc1ccc(C(=O)N2CCCC2)cc1S(=O)(=O)N1CCCCC1	5	-1	0	4	7	2	0	6	4
CCn1nc(NC(=O)c2cccs2)c2cc3ccccc3nc21	-1	-4	0	-1	1	-1	1	-1	-2
O=C(Oc1ccccc1Cl)C1CCN(C(=O)c2ccc(F)cc2)CC1	-1	0	-5	-1	9	2	-4	-4	-4
C/C=C/c1ccc(OCC(O)CNCCc2ccc(OC)cc2)c(OC)c1 (configuration not stated)	-7	-1	0	0	1	6	0	4	-4
CS(=O)(=O)N1CCC(C(=O)N2CCN(c3cccc(Cl)c3)CC2)CC1	-3	-5	1	4	5	4	-4	2	-1
CC(C)Oc1ccc(C(=O)Nc2ncn[nH]2)cc1	-4	0	0	2	2	1	3	0	-3

Ordered by the number under PAFAH1B2 inh (highest first): 6 from the list above.
smiles | PAFAH1B2 inh
O=C(Nc1cccc(O)c1)c1ccccc1[N+](=O)[O-] | 9
CC1=C(C(=O)Nc2ccc(C)cc2C)C(c2ccc([N+](=O)[O-])cc2)n2ncnc2N1 (configuration not stated) | 6
O=C(CSc1nc2ccccc2s1)NC1CCCC1 | 5
Brc1c(-c2ccc3c(c2)OCO3)nc2ncccn12 | 2
CC(=O)Nc1ccc(S(=O)(=O)NNC(=O)c2cccc3ccccc23)cc1 | 0
CCn1nc(NC(=O)c2cccs2)c2cc3ccccc3nc21 | -1

Going on with the list.
SMILES	PME-1 inh	PAD4 inh	GSTO1 inh	LYPLA2 counter	pPAFAH FP inh	PAFAH1B2 inh	PAFAH2 FP inh	PAFAH1B3 FP inh	LYPLA1 inh
COc1ccc2nc(N3CCOCC3)cc(C)c2c1	-2	-4	6	-3	1	-3	-1	-1	-3
Cc1cc(C(=O)N2CCCC(N3CCN(c4cccc(C(F)(F)F)c4)CC3)C2)n[nH]1 (configuration not stated)	-1	0	-2	15	4	8	3	7	2
Cc1cc2cc(CNC(=O)c3ccc4c(c3)OCO4)ccc2n1C	2	7	6	3	10	6	-1	-4	2
CC1(C)Oc2ccc3ccc(=O)oc3c2/C(=C/NC2CCCCC2)C1=O	5	0	5	1	10	0	2	0	-2
O=C(CCC(=O)c1ccc(F)cc1)Nc1cccc(C(F)(F)F)c1	-1	-10	-11	3	0	4	-5	-1	2
Cc1c(-c2ccccc2)nc2ccccc2c1C(=O)Oc1ccc([N+](=O)[O-])cc1	-6	-6	4	-1	-6	-6	9	-6	-6
C[C@H](NC(=O)OC(C)(C)C)c1nnc(SCC(=O)Nc2ccc(Br)cc2)o1	-6	0	-3	8	4	0	-2	-5	-3
C=CCn1c(COc2ccc(Cl)cc2)nnc1SCC(=O)N/N=C/c1ccccc1	0	-1	6	-2	5	13	-1	8	5
CNC(=S)Nc1cccc(C(=O)O)c1	-3	-1	5	-2	3	4	-2	-4	-1
O=C(OCC(=O)N1CCCC1)c1ccccc1C(=O)c1ccccc1	3	-5	/	-3	1	-1	-8	11	1
CC1Cc2ccccc2N1C(=O)CCNS(=O)(=O)c1ccc2c(c1)CCC(=O)N2 (configuration not stated)	-7	-2	2	-3	2	4	-7	1	-4
COc1ccccc1OCC(=O)Nc1cccc(-c2nc3ccccc3o2)c1	1	0	8	0	2	-9	-2	7	-1
O=C(NC1CCCCCCC1)c1cc([N+](=O)[O-])ccc1Cl	6	2	4	11	7	7	6	2	-1
Cc1ccc(-c2nnc(SCc3nc(N)nc(Nc4ccccc4C)n3)n2N)cc1	-2	-4	9	7	2	2	10	8	1
COc1ccc(CNC(=O)C2CCC(=O)N(CC3CCCCC3)C2)cc1 (configuration not stated)	-4	0	1	1	6	-1	-1	-1	1
OCC1CCCN(C2CCN(Cc3nc(Cc4cccc(C(F)(F)F)c4)no3)CC2)C1 (configuration not stated)	1	-5	11	0	-1	2	-5	3	-1
COC(=O)Cc1ccc(NC(=O)c2ccc(C)c(C)c2)cc1	-6	0	-1	3	7	5	4	11	-4
CCN1CCc2nc(NC(=O)CC(c3ccccc3)c3ccccc3)sc2C1	-24	-4	-8	-14	-5	2	-6	-3	-17
CC(C)C[C@@H](CO)N(Cc1ccccc1)S(=O)(=O)N(Cc1ccccc1)[C@@H](CO)CC(C)C	-16	6	/	-20	-3	-1	-14	4	-11
O=C(Cc1ccc(F)cc1)N1CCC(CC2CC(c3cccc(Br)c3)=NO2)(C(=O)NCC2CCCCC2)CC1 (configuration not stated)	-8	5	-2	-14	4	-2	-5	-13	-8
CN1CCN(C2=C(Cl)C(=O)N(CCc3ccccc3)C2=O)CC1	3	-4	10	7	2	5	-3	2	-3
CC(=O)Nc1ccc(NC(=O)C(C)OC(=O)c2oc3ccccc3c2C)cc1 (configuration not stated)	-7	0	4	-5	-3	-2	-7	2	-1
O=C(NCc1ccccc1)C1CCC(CNS(=O)(=O)c2cccs2)CC1 (configuration not stated)	-2	0	-3	5	6	1	-5	3	-1
O=C(NN=Cc1ccccc1C(=O)O)c1cccc(S(=O)(=O)Nc2cccc(C(F)(F)F)c2)c1	/	-4	/	/	-8	-10	-9	-14	/
Clc1ccc(C2[C@H]3CN(CC4CCCCC4)[C@H](c4ccccc4)C34CC2(c2cccnc2)C4)cn1 (some centres not stated)	-1	-4	4	0	-1	-2	-11	-1	-1

At a glance, part of the list above.
SMILES	PME-1 inh	PAD4 inh	GSTO1 inh	LYPLA2 counter	pPAFAH FP inh	PAFAH1B2 inh	PAFAH2 FP inh	PAFAH1B3 FP inh	LYPLA1 inh
O=C(NCc1ccccc1)C1CCC(CNS(=O)(=O)c2cccs2)CC1 (configuration not stated)	-2	0	-3	5	6	1	-5	3	-1
O=C(NN=Cc1ccccc1C(=O)O)c1cccc(S(=O)(=O)Nc2cccc(C(F)(F)F)c2)c1	/	-4	/	/	-8	-10	-9	-14	/
Clc1ccc(C2[C@H]3CN(CC4CCCCC4)[C@H](c4ccccc4)C34CC2(c2cccnc2)C4)cn1 (some centres not stated)	-1	-4	4	0	-1	-2	-11	-1	-1

New compounds follow.
SMILES	PME-1 inh	PAD4 inh	GSTO1 inh	LYPLA2 counter	pPAFAH FP inh	PAFAH1B2 inh	PAFAH2 FP inh	PAFAH1B3 FP inh	LYPLA1 inh
COCCCN1C(=O)C2C(C(=O)Nc3cc(C)cc(C)c3)C3C=CC2(O3)C1C(=O)NC1CCCCC1 (configuration not stated)	-3	-1	3	1	8	-3	6	-2	2
COc1ccc(CNc2ccc(Cl)cc2)cc1Cn1ccnc1	7	-8	3	5	7	8	7	-1	-1
O=C(NCCCn1ccnc1)C(=O)Nc1ccccc1	1	-5	10	4	5	-2	12	1	5
Fc1ccccc1/C=N/n1cc(-c2ccccc2)[nH]c1=S	2	2	-10	-1	5	2	7	0	-1
CCN1CCc2nc(N)oc2CC1	-1	-1	0	-3	8	-5	-1	7	-1
O=C(NCC1CCCO1)c1ccc(NC(=O)C2CC=CCC2C(=O)O)cc1 (configuration not stated)	-2	6	-1	4	0	1	0	2	1
O=C(Cc1cccc(C(F)(F)F)c1)NCc1ccc(Cl)cc1Cl	-2	0	12	0	10	8	5	4	0
Cc1cc(C)cc(OCC(=O)Nc2ccccc2N2CCCCC2)c1	2	-2	2	4	3	-4	-7	8	3
O=C(CSc1ccc2c(c1)OCCO2)Nc1ccc(N2CCOCC2)cc1	-3	-3	5	2	6	-2	3	6	-3
O=C(Nc1cccnc1)c1ccc([N+](=O)[O-])o1	-1	3	-3	-5	-6	4	0	2	0
O=C(NC1CCS(=O)(=O)C1)/C(=C\c1ccccc1)NC(=O)c1ccccc1 (configuration not stated)	0	-2	5	-6	9	-1	-9	4	-4
O=C(NCc1ccco1)c1ccccc1-c1nc(-c2ccc(F)cc2)no1	-5	-4	4	5	6	1	-7	5	1
COc1cc2cc[n+](Cc3ccc([N+](=O)[O-])cc3)cc2cc1OC	3	0	-4	-5	-6	-3	2	-3	-2

The list is partial; rates above refer to the full screens.
